# Screens: PubChem, several laboratories
# AID2073: inhibitors of Mint1-CaV2.2 protein interaction, biochemical, HTRF (AID 2073); inhibition, % at 20 µM, or IC50 in µM where a hit was titrated; Voltage-dependent N-type calcium channel subunit alpha-1B (Homo sapiens); HTRF protein-protein interaction, Mint1-CaV2.2; higher % means a stronger effect; hit rate 0.19% among 290,000; in the data active = inhibition mostly above about 51%, no sharp cut-off; note: some results filed as inactive read as strong as hits
# P. falciparum M1AAP: P. falciparum M1AAP inhibitors, biochemical, fluorogenic H-Leu-NHMec substrate, 1536-well (AID 1445). Aminopeptidase N (Plasmodium falciparum (isolate 3D7)). recombinant M1AAP, H-Leu-NHMec fluorogenic kinetic assay; higher % means a stronger effect. one-dose inhibition, % at 30 µM; IC50 in µM for titrated hits. hit rate 0.42% among 220,000;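 active = primary inhibition above the hit cutoff, then over 50% inhibition at one or more dose response concentrations, cut at about 23% in these data, passing the limit was not always enough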;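 note: plate controls were DMSO full reaction for no effect and no enzyme background for full effect; strong numbers were not always called active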
# HEK293 NOD2/NF-kB: NOD2 signaling inhibitors, cell-based, luminescence, uHTS, HEK293 (AID 1566); HEK293 NOD2/NF-kB luciferase reporter, luminescence; higher % means a stronger effect; inhibition, % at 4 µM; hits with a dose series show EC50 in µM; hit rate 0.63% among 290,000; note: many of its hits are not listed in these tables
# P. falciparum M17LAP: P. falciparum M17LAP inhibitors, primary screen, biochemical, fluorogenic H-Leu-NHMec substrate, 1536-well (AID 1619). recombinant M17LAP, H-Leu-NHMec fluorogenic kinetic assay; higher % means a stronger effect. one-dose inhibition, % at 30 µM; IC50 in µM for titrated hits. hit rate 0.38% among 220,000;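 active = compound inhibiting the enzyme by more than half at any dose during confirmatory dose-response retesting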;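 note: plate controls were full reaction with DMSO carrier for no effect and no enzyme background for full effect; strong numbers were not always called active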
# CSM14.1 death rescue: rescue of cells from ER stress-induced death, primary screen, 384-well, CSM14.1, thapsigargin, ATP luminescence (AID 1222). CSM14.1 thapsigargin-induced death rescue, ATP luminescence; higher % means a stronger effect. cellular ATP content (survival), % at 20 µM, or EC50 in µM where a hit was titrated. 190,000 tested, under 10 active;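 active = EC50 below 50 µM in the dose-response confirmation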;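 note: death triggered by thapsigargin at about 15 µM added after 2 h compound pretreatment; cell ATP read after overnight thapsigargin exposure of roughly 18 to 22 hours; normalized against plate controls of thapsigargin alone and 5% DMSO vehicle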
# XIAP antagonists: XIAP antagonists, biochemical, IAP family, fluorescence polarization (AID 1018); XIAP BIR domain, fluorescence polarization peptide displacement; higher % means a stronger effect; displacement, % at 20 µM, or IC50 in µM where a hit was titrated; hit rate 0.007% among 200,000; in the data active = displacement above about 50%; note: a part of the inactive calls stands beside numbers as strong as those of hits
# LYP phosphatase: inhibitors of LYP phosphatase, biochemical, fluorescence intensity, uHTS (AID 1779). Tyrosine-protein phosphatase non-receptor type 22 (Homo sapiens). recombinant LYP phosphatase, fluorescence intensity; higher % means a stronger effect. inhibition, % at 11.5 µM, or IC50 in µM where a hit was titrated. hit rate 0.054% among 290,000;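 note: plate controls were vehicle with enzyme for no effect and no enzyme for full effect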
# Lipid droplet: inhibitors of hepatocyte lipid droplet formation, primary screen, imaging, high-throughput imaging, BODIPY stain | AML12 mouse hepatocytes, oleate lipid droplets | inhibition, % at 6.5 µM | hit rate 0.4% among 240,000 | AID 1656, 2009;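 active = lipid droplet intensity inhibited by at least 50%, with more than 500 cells counted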
#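 Material – mouse AML12 hepatocyte cell line, fixed after treatment · Compound dosing – one dose, 6.5 µM compound · Times – compound with oleate, overnight · Measured by – Image-based BODIPY and DAPI two-channel analysis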
# Siah-1 displacement: Siah-1 peptide-binding antagonists, primary screen, biochemical, fluorescence polarization, rhodamine-plectin, uHTS (AID 1817). Siah-1 / rhodamine-plectin peptide fluorescence polarization; higher % means a stronger effect. hit rate 0.02% among 290,000. displacement, % at 20 µM, or IC50 in µM where a hit was titrated;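 active = displacement of at least 50% at 20 µM, with a fluorescence ratio check between 0.3 and a set limit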;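 note: plate controls were Siah plus tracer with DMSO for no effect and tracer alone without Siah for full effect; strong numbers were not always called active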
# Lipid droplet cells 6.5 µM: recorded beside Lipid droplet, whose call it bears; cell count; measured here: cell count, cytotoxicity flag;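 cells counted across two imaged fields per well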
# Active calls of the source: *; . = not tested or not shown. Cut-off read from the data, not from the text of the source, unless noted: active = inhibition above about 50%; inactive = the rest.
SMILES,AID2073,P. falciparum M1AAP,HEK293 NOD2/NF-kB,P. falciparum M17LAP,CSM14.1 death rescue,XIAP antagonists,LYP phosphatase,Lipid droplet,Lipid droplet cells 6.5 µM,Siah-1 displacement
Cc1ccc(S(=O)(=O)NCCC(=O)OCn2nnc3ccccc3c2=O)cc1,-4%,-3%,5%,13%,.,-4.7%,0%,-6,701,0%
O=C(c1ccc(S(=O)(=O)N2CCOCC2)cc1)N1CCc2ccccc2C1,0%,-3%,-12%,4%,.,1.6%,1%,11,635,-2%
COc1cc(/C=C/c2cc(OC(C)=O)c3ccccc3n2)c(OC(C)=O)c([N+](=O)[O-])c1,1%,-3%,27%,-5%,0.0%,-12%,-6%,-1,806,-7%
Cc1nn(C)c(C)c1Sc1ccccc1N,1%,1%,10%,6%,-0.2%,-6.9%,-7%,16,699,-1%
COc1cc(NC(=O)CN2CCN(c3ccccc3)CC2)c(C)cc1[N+](=O)[O-],-18%,-1%,-16%,2%,1.2%,-6.8%,-2%,-11,579,2%
CNc1ccc(Oc2c(F)c(F)nc(F)c2F)cc1,12%,.,2%,.,.,.,-9%,-25,759,3%
CCOc1ccccc1CN1CCNC(=O)C1CC(=O)NC1CCCCCCC1 (stereo unspecified),5%,.,0%,.,.,.,3%,-49,678,1%
C=CCn1c(-c2sccc2C)n[nH]c1=S,9%,3%,-9%,15%,-0.7%,-9.0%,6%,0,594,5%
O=C(O)C1CCCCC1C(=O)Nc1ccc2c(c1)OCCO2 (stereo unspecified),1%,0%,4%,33µM*,1.4%,0.3%,-2%,.,.,-2%
Cc1ccccc1OCC(=O)OC(C(=O)c1ccccc1)c1ccccc1 (stereo unspecified),12%,1%,23%,5%,-3.3%,-1.2%,1%,-24,706,2%
Cc1ccc(C(=O)Nc2ccc(C(=O)O)cc2)cc1S(=O)(=O)Nc1cccc([N+](=O)[O-])c1,1%,10%,0%,31%,1.8%,-6.1%,1%,2,740,4%
O=C(Nc1ccccc1C(=O)N1CCOCC1)c1ccc([N+](=O)[O-])cc1,-2%,3%,-3%,-1%,0.2%,-3.4%,-9%,19,598,-5%
O=C(CSC1=NCCS1)Nc1nc2ccccc2s1,-5%,5%,-16%,17%,-3.1%,-5.7%,-1%,-2,766,0%
CCC(OC(=O)c1cc2sccc2n1C)C(=O)NCc1ccco1 (stereo unspecified),0%,8%,11%,-4%,-1.6%,-3.2%,-5%,.,.,2%
CC(CC(=O)Nc1nc2ccccc2[nH]1)c1ccccc1 (stereo unspecified),0%,8%,-75%,4%,-3.7%,-2.6%,0%,12,778,2%
C[C@]12C(=O)N(c3ccc(F)cc3)C(=O)N1[C@@H]1c3ccccc3OC[C@@H]1[C@H]2c1ccccc1,2%,.,10%,.,.,.,-7%,-24,684,16%
NC(=O)C1(N2CCCCC2)CCN(C(=O)NC23CC4CC(CC(C4)C2)C3)CC1,1%,-6%,10%,1%,-2.2%,-6.6%,-7%,-2,730,2%
Cc1ccc(C2NC(=O)c3c(sc(C)c3C)N2)c(O)c1 (stereo unspecified),12%,7%,-13%,7%,3.9%,-1.9%,-4%,.,.,0%
CCN(CC(=O)Nc1ccc(NC(C)=O)cc1)CC(=O)Nc1cccc(Cl)c1,0%,.,-3%,.,.,.,-3%,4,824,3%
Cc1ccc(/C(O)=C/C(=O)C(=O)NNC(=O)C(O)(c2ccccc2)c2ccccc2)cc1,30%,37%,20%,24%,-3.4%,-5.6%,9%,-4,748,8%
Cc1ccc(C)c(NC(=O)/C(C#N)=C/c2cn(CC(=O)NCc3ccco3)c3ccccc23)c1,14%,0%,8%,16%,-3.2%,-4.5%,0%,-16,625,3%
CCOc1ccc(-n2c(Cc3cc(=O)[nH]c(=O)[nH]3)nnc2SCC)cc1,-4%,1%,-2%,-1%,1.0%,-5.1%,-6%,.,.,2%
Cc1ncc([N+](=O)[O-])n1CCOC(=O)c1ccc(Cl)cc1Cl,-5%,2%,9%,5%,-2.2%,-8.7%,-5%,.,.,4%
O=C(c1ccc(Cl)cc1)c1cnc(Nc2ccccc2)s1,54%,-1%,-61%,-3%,-2.1%,-3.8%,8%,.,.,-1%
CCNc1sc(S(C)(=O)=O)nc1S(=O)(=O)c1ccc(Cl)cc1,-15%,0%,9%,-2%,-1.7%,-3.4%,-2%,0,702,-4%

# For convenience, part of the list above.
SMILES,AID2073,P. falciparum M1AAP,HEK293 NOD2/NF-kB,P. falciparum M17LAP,CSM14.1 death rescue,XIAP antagonists,LYP phosphatase,Lipid droplet,Lipid droplet cells 6.5 µM,Siah-1 displacement
Cc1ccc(S(=O)(=O)NCCC(=O)OCn2nnc3ccccc3c2=O)cc1,-4%,-3%,5%,13%,.,-4.7%,0%,-6,701,0%
O=C(c1ccc(S(=O)(=O)N2CCOCC2)cc1)N1CCc2ccccc2C1,0%,-3%,-12%,4%,.,1.6%,1%,11,635,-2%
COc1cc(/C=C/c2cc(OC(C)=O)c3ccccc3n2)c(OC(C)=O)c([N+](=O)[O-])c1,1%,-3%,27%,-5%,0.0%,-12%,-6%,-1,806,-7%
Cc1nn(C)c(C)c1Sc1ccccc1N,1%,1%,10%,6%,-0.2%,-6.9%,-7%,16,699,-1%
COc1cc(NC(=O)CN2CCN(c3ccccc3)CC2)c(C)cc1[N+](=O)[O-],-18%,-1%,-16%,2%,1.2%,-6.8%,-2%,-11,579,2%
CNc1ccc(Oc2c(F)c(F)nc(F)c2F)cc1,12%,.,2%,.,.,.,-9%,-25,759,3%
CCOc1ccccc1CN1CCNC(=O)C1CC(=O)NC1CCCCCCC1 (stereo unspecified),5%,.,0%,.,.,.,3%,-49,678,1%
C=CCn1c(-c2sccc2C)n[nH]c1=S,9%,3%,-9%,15%,-0.7%,-9.0%,6%,0,594,5%
O=C(O)C1CCCCC1C(=O)Nc1ccc2c(c1)OCCO2 (stereo unspecified),1%,0%,4%,33µM*,1.4%,0.3%,-2%,.,.,-2%
Cc1ccccc1OCC(=O)OC(C(=O)c1ccccc1)c1ccccc1 (stereo unspecified),12%,1%,23%,5%,-3.3%,-1.2%,1%,-24,706,2%
Cc1ccc(C(=O)Nc2ccc(C(=O)O)cc2)cc1S(=O)(=O)Nc1cccc([N+](=O)[O-])c1,1%,10%,0%,31%,1.8%,-6.1%,1%,2,740,4%
O=C(Nc1ccccc1C(=O)N1CCOCC1)c1ccc([N+](=O)[O-])cc1,-2%,3%,-3%,-1%,0.2%,-3.4%,-9%,19,598,-5%
O=C(CSC1=NCCS1)Nc1nc2ccccc2s1,-5%,5%,-16%,17%,-3.1%,-5.7%,-1%,-2,766,0%

# Continued.
SMILES,AID2073,P. falciparum M1AAP,HEK293 NOD2/NF-kB,P. falciparum M17LAP,CSM14.1 death rescue,XIAP antagonists,LYP phosphatase,Lipid droplet,Lipid droplet cells 6.5 µM,Siah-1 displacement
CCCCc1cc(=O)oc2cc(OCC(=O)Nc3ccccn3)ccc12,-7%,.,-5%,.,.,.,-6%,-1,661,6%
Cn1c(NCCN2CCOCC2)nc2c1c(=O)n(Cc1cccc(Cl)c1)c(=O)n2C,0%,0%,18%,-6%,-1.9%,-5.9%,8%,-3,733,-2%
COc1cccc(C(=O)NC(=S)Nc2ccc(Cl)c(C(=O)O)c2)c1,9%,0%,5%,21%,-2.2%,-4.2%,-3%,0,706,-4%
Cc1cccc(N2CCN(C(=O)C3CCN(S(=O)(=O)c4c(C)noc4C)CC3)CC2)c1C,-5%,.,24%,.,.,.,-8%,8,720,4%
O=C(NCC(=O)N1CCCC1)c1ccc(Br)cc1,7%,.,-15%,.,.,.,-8%,-2,826,0%
CN1CCCC(OC(=O)c2cc(Cl)cc(Cl)c2)C1 (stereo unspecified),-6%,-1%,-3%,2%,-1.9%,-4.9%,-3%,-33,695,2%
Cc1cc(SCC(=O)c2cccs2)n2nc(C)c(-c3ccc(Cl)cc3)c2n1,5%,7%,38%,2%,-4.7%,-6.8%,-3%,9,729,-14%
CCn1cc(C(=O)O)c(=O)c2cnc(N3CCN(C(=S)Nc4ccccc4)CC3)nc21,-12%,5%,4%,-4%,.,.,-6%,-16,646,2%
CC(=O)Nc1ccc(NC(=O)COC(=O)c2c(C)nn(-c3ccccc3)c2C)cc1,1%,2%,-11%,8%,-0.2%,-2.8%,-7%,16,624,-1%
O=C(NNC(=S)Nc1ccc(Cl)c(Cl)c1)c1ccccn1,25%,-7%,8%,-2%,0.3%,-7.0%,-6%,13,641,-3%
O=S(=O)(NC(=S)c1ccccc1)c1ccc(Cl)cc1,-14%,.,-1%,.,.,.,-8%,5,740,4%
CCOCCCNCC(=O)NCC1CCCCC1,-5%,-1%,1%,-8%,-1.0%,-10%,0%,-4,673,5%
COC(=O)CC1COc2ccccc2N1C(=O)c1ccc(Br)cc1 (stereo unspecified),-11%,-10%,13%,-5%,-0.1%,-8.9%,0%,-16,704,-8%
CCn1nnnc1-c1ccc(OC)c(S(=O)(=O)NCCc2ccccc2)c1,-6%,5%,19%,-7%,0.9%,-3.9%,-9%,.,.,-2%
Nc1ncc(Br)cc1S(=O)(=O)NCCC(=O)NCCc1ccccc1,4%,.,11%,.,.,.,-12%,0,744,5%
N/C(=N\OC(=O)Cc1ccccc1[N+](=O)[O-])c1cccc(Br)c1,12%,0%,-17%,-1%,0.3%,-2.8%,0%,-5,696,0%
CC1CC(C)CN(CCCNC(=O)c2ccc(CS(=O)(=O)Cc3cccc(Cl)c3)o2)C1 (stereo unspecified),4%,.,6%,.,.,.,-10%,-11,693,1%
CN(C)CC(CCC(CN(C)C)C(O)(c1ccccc1)c1ccccc1)C(O)(c1ccccc1)c1ccccc1 (stereo unspecified),0%,.,8%,.,.,.,-7%,-65,758,6%
Cc1ccc(CN2C(=O)c3ccccc3NC2c2ccccn2)cc1 (stereo unspecified),7%,-5%,13%,-64%,0.2%,-2.1%,-14%,-1,692,-2%
OCCC1CN(Cc2ccn[nH]2)CCN1Cc1ccc(F)c(F)c1 (stereo unspecified),2%,-4%,22%,-5%,0.1%,-5.9%,-8%,14,750,-1%
O=C(OC(C(=O)O)C(OC(=O)c1ccccc1)C(=O)NCc1ccccc1)c1ccccc1 (stereo unspecified),0%,-4%,6%,22%,-1.1%,-3.7%,3%,.,.,1%

# This is a subset; the hit share may differ from the screen's.
